Source: PubChem BioAssay (National Center for Advancing Translational Sciences (NCATS))
GRP78 ERSR act: induces the endoplasmic reticulum stress response in human glioma cells; Potency, µM, inactives show top-dose activation, hits mostly activators; 420,000 compounds, 0.02% hits; U87-MG GRP78 promoter luciferase reporter, 16 h; AID 602332; note: potency is the fitted concentration of half-maximal effect; series mostly up to about 76 µM; % of control where 0% means no effect; nearly all actives have a fitted effect of over 35% in size
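Stably transfected U87-MG human glioma cells carrying a GRP78-based luminescent sensor were seeded at 1000 cells/well, pin-dosed with compounds and incubated 16 h. Luciferase reagent was then added, and end-point luminescence was read after 10 min at room temperature.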
Vif-A3G inh: Vif-A3G binding inhibition; HeLa A3G-eYFP + Vif (tagged APOBEC3G with the HIV-1 protein that degrades it), YFP fluorescence, overnight; Potency, µM (doses to about 46.1 µM), for the others: at the highest dose activity, negative = active, actives largely listed as inhibitors; 410,000 compounds, 0.076% hits; AID 602310;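 note: potency is the fitted concentration of half-maximal effect; % is set by controls: 0 for no effect and ±100 for the full control effect; nearly all actives have a fitted effect of over 60% in size; hits raise eYFP signal because A3G escapes Vif-driven loss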
Target sequence (Q9HC16 whole entry, looked up): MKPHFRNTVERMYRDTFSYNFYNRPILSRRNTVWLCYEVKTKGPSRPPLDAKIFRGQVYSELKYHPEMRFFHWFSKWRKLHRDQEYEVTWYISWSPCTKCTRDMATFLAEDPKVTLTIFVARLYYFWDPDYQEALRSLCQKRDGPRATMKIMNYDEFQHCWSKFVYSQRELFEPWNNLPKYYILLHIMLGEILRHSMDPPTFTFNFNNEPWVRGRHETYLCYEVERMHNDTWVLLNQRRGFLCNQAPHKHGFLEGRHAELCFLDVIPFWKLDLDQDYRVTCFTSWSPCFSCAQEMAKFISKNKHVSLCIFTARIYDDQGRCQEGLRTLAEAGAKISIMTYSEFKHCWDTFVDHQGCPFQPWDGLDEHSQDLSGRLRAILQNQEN
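Read-out is eYFP fluorescence (Ex 488/Em 500-530) from Vif-expressing HeLa A3G-eYFP cells; more signal means A3G escaped Vif-mediated degradation. Cells plated overnight, compound pinned in, incubated overnight at 37 deg C.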
LDHA block: inhibitors of human lactate dehydrogenase A. purified LDHA, NADH/diaphorase-resazurin fluorescence; hits give low values. 480,000 compounds, 0.15% hits. activity change, % (values are at about 110 or 230 µM); in the data active = activity change below about -30%; inconclusive = mostly about -25% to -30%;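 note: plate controls were DMSO wells for no effect and wells without enzyme for full effect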
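Enzyme activity of human lactate dehydrogenase 5 (2 nM; 0.06 mM NADH, 0.2 mM pyruvate, 5 min, RT) is measured via a resazurin/diaphorase fluorescence readout of residual NADH.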
An asterisk follows results filed as active; ? = inconclusive. Unless noted, calls come from the whole dose curve; as a rule, active = well fitted curve in the direction sought with a large enough effect; inconclusive = small, poorly fitted or top-dose-only effect, or another doubt; inactive = no such curve, though single readings can be large; an effect the other way counts as inactive or inconclusive. The list is partial; the hit share may differ from the screen's.

no.	SMILES	GRP78 ERSR act	Vif-A3G inh	LDHA block
1	COCCCNC(=O)/C=C/[C@H]1O[C@@H](n2cnc3c(NC(=O)c4ccccc4)ncnc32)[C@H](O)[C@@H]1O	5%	-2%	-1
2	Cc1ccc2c(c1)C/C(=C/c1ccc(N(C)C)cc1)C2=O	7%	-6%	-2
3	CN(C)c1ccc(/C=C2\C=Cc3ccccc32)cc1Br	13%	-3%	-3
4	COc1cc(/C=C/c2cncc(/C=C/c3cc(OC)c(OC)c(OC)c3)c2)cc(OC)c1OC	-5%	2%	0
5	Nc1nc(=S)[nH]c(N)c1N	-1%	1%	6
6	CCN(CC)C(=O)c1cccc(-c2csc(C(O)(c3ccccc3)C(F)(F)F)n2)c1 (stereo not drawn)	-5%	-14%	4
7	CC(C)C(N)c1csc(Nc2ccccn2)n1 (stereo not drawn)	1%	0%	-10
8	CCc1nc2ccc(C(=O)NCCCn3ccnc3)cn2c1N(C)Cc1ccc(OC)cc1	-3%	-2%	-7
9	CCCCC[C@@H]1[C@@H]2C(=C(OCC)C[C@@H]3C(=O)N(c4ccccc4)C(=O)[C@H]23)[C@H](c2ccccc2)N1S(=O)(=O)c1ccc(C)cc1	-1%	-1%	-10
10	COc1ccc(C(NC(=O)C2CCN(CCCc3ccccc3)CC2)c2ccccn2)cc1 (stereo not drawn)	-1%	0%	-8
11	CN(Cc1ccc(C(F)(F)F)cc1)C(=O)[C@H]1O[C@@H](n2cnc3c(N)ncnc32)[C@H](O)[C@@H]1O	-2%	0%	-3
12	O=C(Nc1ccc2c(c1)OCCO2)C(c1cc2ccccc2o1)N1CCN(c2ccc(F)cc2)CC1 (stereo not drawn)	-7%	-2%	0
13	OC[C@@H]1CN(Cc2cccnc2)C[C@H](n2cnc3c(N4CCOCC4)ncnc32)O1	-7%	-2%	0
14	CCc1nc2ccc(C(=O)NCCCn3ccnc3)cn2c1N(C)Cc1cc2ccccc2s1	-1%	-12%	-8
15	COc1ccc(CCNC(=O)Nc2ccc3c(c2)c(=O)n(C)n3Cc2ccc(F)cc2)cc1OC	-4%	0%	-1
16	CN1OC[C@@H]2CN(C(=O)CCc3ccccc3)[C@H](c3ccc(-n4ccnc4)cc3)C[C@@H]21	-3%	-5%	-6
17	COc1ccccc1-c1csc(C(NC(C)=O)c2ccccc2)n1 (stereo not drawn)	-3%	-1%	-2
18	CCCC(=O)N1CCCC1(C)C(=O)NCCc1ccccn1 (stereo not drawn)	-3%	2%	-1
19	COc1cc(-c2coc3c(C(=O)Nc4ccc(C(C)C)cc4)cccc23)ccc1O	0%	-15%	-1
20	COc1ccccc1CNc1nc(Nc2ccc(C)cc2C)c2sccc2n1	-4%	-8%	-8
21	O=C1C(=O)c2cccnc2-c2ncccc21	-10%	-13%	18
22	CCCC(=O)N1CCC1(C)C(=O)NS(=O)(=O)c1cccs1 (stereo not drawn)	-2%	2%	-6
23	O=C(/C=C/[C@H]1O[C@@H](n2cnc3c(NC(=O)c4ccccc4)ncnc32)[C@H](O)[C@@H]1O)NC1CCCCC1	-3%	-1%	-5
24	CC1(C(=O)NS(=O)(=O)c2ccc(Cl)cc2)CCN1C(=O)C1CCCCC1 (stereo not drawn)	-2%	-1%	-9
25	Cc1cc(C(=O)N2CCC2(C)C(=O)NCC(C)(C)C)nn1C (stereo not drawn)	-7%	-2%	-7
26	O=C(Nc1ccc(Br)cc1F)c1cnn2c1NC(=C1CC1)C=C2C(F)F	0%	0%	-7
27	CN1C(=O)c2c(C(=O)Nc3ccc(Oc4ccncc4)cc3)[nH]c(-c3ccccc3)c2C1=O	-3%	3%	-1
28	Cc1ccc2cc(NC(=O)C3(C)CCN3CC(C)C)ccc2n1 (stereo not drawn)	-3%	0%	-2
29	COc1ccc(NC(=O)c2ccccc2OCC(=O)Nc2ccc(Br)cc2)cc1	-1%	-1%	-5
30	CC1CCN2c3ccccc3CC3(C(=O)OC(C)(C)OC3=O)C2C1 (stereo not drawn)	-3%	-4%	2
31	CC(C)NC(=O)C1(C)CCN1C(=O)c1ccccc1Oc1ccccc1 (stereo not drawn)	-3%	-1%	-3
32	COC(=O)c1ccc2nc(-c3ccc(F)cc3)c(Cc3ccc(OC)cc3C)n2c1	-2%	0%	-3
33	COc1ccc(CCNC(=O)Nc2ccc3c(c2)c(=O)n(C)n3C)cc1OC	-4%	0%	3
34	CC(=O)Nc1ccc(-c2ccnc3c2CC(C(=O)Nc2ccc4c(c2)OCO4)O3)cc1 (stereo not drawn)	-4%	?	-5
35	O=C(Nc1ncnc2c1ncn2[C@@H]1O[C@H](/C=C/C(=O)N2CCN(c3ccc(F)cc3)CC2)[C@@H](O)[C@H]1O)c1ccccc1	0%	0%	-8
36	CCCNC(=O)C1(C)CCN(C(=O)c2c(F)ccc(C)c2F)C1 (stereo not drawn)	-2%	0%	-9
37	O=C1C(=Cc2ccccc2Cl)CCc2ccccc21	-7%	-13%	4
38	COc1cc(C(O)c2nc(/C=C/c3ccc(C(F)(F)F)cc3)cs2)ccc1F (stereo not drawn)	-4%	-4%	-2
39	CC(C)(C)c1ccc(C(O)c2ncc(-c3ccc(F)cc3)[nH]2)cc1 (stereo not drawn)	2%	-14%	-8
40	CC(C)(C)c1ccc(CC(=O)N2CCC2(C)C(=O)N2CCCCC2)cc1 (stereo not drawn)	-3%	-3%	-11
41	COCCNC(=O)C1(C)CCCN(Cc2cccc(OC(=O)c3ccccc3)c2)C1 (stereo not drawn)	-1%	-2%	-6
42	Cc1ccccc1-c1cc2nc(NCc3cccnc3)n(C)c(=O)c2s1	0%	-14%	3
43	CCNC(=O)C1(C)CCN(Cc2ccccc2C#N)C1 (stereo not drawn)	-4%	-2%	-1
44	CN1OC[C@@H]2CN(Cc3ccc(Cl)cc3)[C@H](c3ccc(-n4ccnc4)cc3)C[C@@H]21	-5%	-20%	-2
45	NC(c1ccccc1)c1csc(Nc2ccc(C(=O)NCCCO)cn2)n1 (stereo not drawn)	-1%	1%	-4
46	CCOc1n[nH]c(-c2ccccc2)n1	-1%	4%	1
47	COc1ccc(NC(=O)C2(C)CCN2C(=O)c2ccccc2CCc2ccccc2)cc1OC (stereo not drawn)	-3%	-7%	3
48	COc1ccc(C(O)c2ncc(-c3ccccc3OC)[nH]2)cc1 (stereo not drawn)	-2%	-5%	-4

Compounds shown so far with sulfur:
no.	SMILES	GRP78 ERSR act	Vif-A3G inh	LDHA block
5	Nc1nc(=S)[nH]c(N)c1N	-1%	1%	6
6	CCN(CC)C(=O)c1cccc(-c2csc(C(O)(c3ccccc3)C(F)(F)F)n2)c1 (stereo not drawn)	-5%	-14%	4
7	CC(C)C(N)c1csc(Nc2ccccn2)n1 (stereo not drawn)	1%	0%	-10
9	CCCCC[C@@H]1[C@@H]2C(=C(OCC)C[C@@H]3C(=O)N(c4ccccc4)C(=O)[C@H]23)[C@H](c2ccccc2)N1S(=O)(=O)c1ccc(C)cc1	-1%	-1%	-10
14	CCc1nc2ccc(C(=O)NCCCn3ccnc3)cn2c1N(C)Cc1cc2ccccc2s1	-1%	-12%	-8
17	COc1ccccc1-c1csc(C(NC(C)=O)c2ccccc2)n1 (stereo not drawn)	-3%	-1%	-2
20	COc1ccccc1CNc1nc(Nc2ccc(C)cc2C)c2sccc2n1	-4%	-8%	-8
22	CCCC(=O)N1CCC1(C)C(=O)NS(=O)(=O)c1cccs1 (stereo not drawn)	-2%	2%	-6
24	CC1(C(=O)NS(=O)(=O)c2ccc(Cl)cc2)CCN1C(=O)C1CCCCC1 (stereo not drawn)	-2%	-1%	-9
38	COc1cc(C(O)c2nc(/C=C/c3ccc(C(F)(F)F)cc3)cs2)ccc1F (stereo not drawn)	-4%	-4%	-2
42	Cc1ccccc1-c1cc2nc(NCc3cccnc3)n(C)c(=O)c2s1	0%	-14%	3
45	NC(c1ccccc1)c1csc(Nc2ccc(C(=O)NCCCO)cn2)n1 (stereo not drawn)	-1%	1%	-4

(further entries)
no.	SMILES	GRP78 ERSR act	Vif-A3G inh	LDHA block
49	O=C(/C=C/c1ccc(C(F)(F)F)cc1)OC(C(=O)NC1CC1)c1ccccc1 (stereo not drawn)	-2%	0%	-3
50	O=C(NCc1ccc(F)cc1)c1cc(C2CCCCN2S(=O)(=O)c2ccccc2)on1 (stereo not drawn)	-4%	-4%	-9
51	CC(C)c1ccc(NC(=O)c2cc3c([nH]c2=O)CC(C)(C)CC3=O)cc1	-5%	0%	3
52	Cc1cc(F)ccc1-c1cc(C(=O)NCc2cccs2)[nH]n1	1%	-6%	-9
53	CC(C)(C)Cc1c(-c2cccc(Br)c2)nc2ccc(Cl)cn12	0%	-3%	-3
54	Cc1c(C#N)c(NC(=O)COC(=O)c2cc(Cl)c3c(c2)OCCCO3)n(Cc2ccco2)c1C	-3%	4%	2
55	CC1(C(=O)NS(=O)(=O)c2ccc(C#N)cc2)CCN1C(=O)CC1CCCCC1 (stereo not drawn)	-1%	2%	1
56	CCc1nc2ccc(C(=O)N3CCCC(C(N)=O)C3)cn2c1N(C)Cc1ccc(OC)cc1 (stereo not drawn)	-1%	-3%	-5
57	CC1(Oc2cnc(Cl)c3ccccc23)CCN(Cc2ccc(OC(F)(F)F)cc2)C1 (stereo not drawn)	1%	-2%	3
58	CCN(CC)CCN1C(=O)c2ccccc2NC1c1ccc(OC)c(COc2ccc(NC(C)=O)cc2)c1 (stereo not drawn)	-3%	2%	-4
59	CC(=O)NC(c1ccccc1)c1nc(-c2cccnc2)cs1 (stereo not drawn)	-2%	0%	-3
60	Cc1ccccc1NC(=O)c1nc(S(=O)(=O)Cc2ccccc2F)ncc1Cl	-11%	?	-11
61	CCN(CC)C(=O)c1cccc(-c2csc(C(O)c3ccco3)n2)c1 (stereo not drawn)	0%	0%	-1
62	CC(=O)Nc1cccc(-c2ccnc3c2CC(C)(C(=O)NC(C)C)O3)c1 (stereo not drawn)	-3%	-15%	-11
63	CN(C)c1ccc(/C=C/c2sc3ccccc3[n+]2C)cc1	-9%	4%	-2
64	Cc1ccccc1-c1cc2nc(NCCOc3ccccc3)n(C)c(=O)c2s1	1%	-5%	-10
65	CC(C)(C)c1cc2nc(NCCOc3ccccc3)ccn2n1	2%	-6%	0
66	COc1ccc(C(O)c2nc(-c3ccc(F)cc3OC)cs2)cc1 (stereo not drawn)	-3%	-3%	1
67	COc1ccc(-c2ccc(C(=O)NCc3cccs3)c3occc23)c(C)c1	1%	-1%	-7
68	c1ccc2c(N=NN3CCCCC3)ccnc2c1	-2%	-5%	-1
69	COc1cc(NC(=O)[C@H]2O[C@@H](n3ccc(N)nc3=O)[C@H](O)[C@@H]2O)cc(OC)c1OC	-4%	-1%	-1
70	Cc1ccc(Cc2c(C(C)(C)C)nc3ccc(Br)cn23)cc1	1%	-8%	-2
71	CC1(C(=O)NS(=O)(=O)c2cccc(C#N)c2)CCN1C(=O)Cc1ccccc1Cl (stereo not drawn)	-3%	-2%	3
72	CCCNC(=O)C1(C)CCCN(Cc2csc(-c3ccccc3)n2)C1 (stereo not drawn)	0%	0%	-4
73	Cn1ccc2c(-c3ccc(C(F)(F)F)cc3)cc3c(c21)C1CCC3O1 (stereo not drawn)	-2%	-9%	-3
74	CCc1nc2ccc(C(=O)N3CCN(c4ccccc4)CC3)cn2c1N(C)CCC(C)C	10%	-13%	5
75	CCc1nc2c(OCc3ccc4c(c3)OCO4)cccn2c1N(C=O)Cc1ccc(OC)cc1	1%	-4%	0
76	COc1cc(-c2cnc3c(NC(C)=O)cc(-c4cccc(C(=O)NCCO)c4)cn23)cc(OC)c1OC	-2%	-13%	-3
77	O=C(Nc1cccc(C(F)(F)F)c1)c1csc([C@@H]2C[C@H](O)[C@@H](CO)O2)n1	-6%	-2%	-10
78	Cn1cc(-c2ccc(C(=O)NCc3cccc(Cl)c3)c3occc23)cn1	2%	-11%	-17
79	CCOc1ccc(-c2cc(C(=O)NCc3ccc(F)cc3)[nH]n2)c(C)c1	-4%	-5%	-6
80	CN(Cc1ccccc1)c1ccc(/C=C/c2sc3ccccc3[n+]2C)cc1	-8%	-7%	6
81	CN(C)C(=O)c1cccc(-c2cccc3nccn23)c1	-3%	-1%	-4
82	Clc1cccc(-c2nc3ccc(Br)cn3c2Cc2ccsc2)c1	2%	-11%	-1
